NS5 inhibitors = Dengue-2 NS5 methyltransferase inhibitors, primary screen, biochemical, confirmation dose response (AID 588689); Dengue-2 NS5 methyltransferase capping enzyme assay, biochemical; higher % means a stronger effect; inhibition, % at 25 µM, or IC50 in µM where a hit was titrated; 340,000 tested, 0.3% active; in the data active means a potency from the dose series; inconclusive means inhibition above about 29% without an active follow-up result
LYP inhibition = inhibitors of LYP phosphatase, biochemical, fluorescence intensity, uHTS (AID 1779). 290,000 tested, 0.054% active. one-dose inhibition, % at 11.5 µM; IC50 in µM for titrated hits. recombinant LYP phosphatase, fluorescence intensity; higher % means a stronger effect; in the data active means inhibition above about 50%;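 further: plate controls were vehicle with enzyme for no effect and no enzyme for full effect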
Large T inhibition = TAg ATPase/helicase activity blockers – biochemical (AID 1903); one-dose inhibition, % at 20 µM; IC50 in µM for titrated hits; SV40 large T antigen ATPase/helicase inhibition assay; higher % means a stronger effect; 310,000 tested, 0.39% active; in the data active means a potency from the dose series; inconclusive means inhibition mostly from about 32% at the one dose, without a potency; inactive means the rest, 99 in 100 with inhibition below about 32%; further: strong numbers were not always called active
Rac1 GTP hydrolysis = MgcRacGAP GTPase-activating activity inhibitors, confirmation, biochemical, ADP Hunter fluorescence. MgcRacGAP-stimulated Rac1 GTP hydrolysis, ADP Hunter fluorescence; higher % means a stronger effect; GST-tagged Rac1 F28L mutant substrate. inhibition, % at 30 µM, or IC50 in µM where a hit was titrated. 340,000 tested, 0.6% active. AID 624330;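 active means first-screen hits whose inhibition reached a set limit at any dose in the follow-up dose series; inconclusive means inhibition above the set first-screen limit but never retested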;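 further: fluorescence reports GDP produced by GAP-driven GTP hydrolysis; strong numbers were not always called active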
HIV peptide binding = inhibitors of HIV fusion peptide binding, primary screen, biochemical, uHTS, fluorescence dequenching (AID 1986); 290,000 tested, 0.3% active; cell-free peptide binding, fluorescence dequenching, 30 min; higher % means a stronger effect; inhibition, % at 20 µM; hits with a dose series show IC50 in µM; in the data active means inhibition mostly above about 52%, no sharp cut-off; inactive means mostly below about 76%; further: some results filed as inactive read as strong as hits
Siah-1 displacement = blockers of Siah-1 interaction with plectin peptide – biochemical, fluorescence polarization, rhodamine-plectin, uHTS, primary screen (AID 1817); 290,000 tested, 0.02% active; one-dose displacement, % at 20 µM; IC50 in µM for titrated hits; Siah-1 / rhodamine-plectin peptide fluorescence polarization; higher % means a stronger effect;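 active means displacement of at least 50% at 20 µM, with a fluorescence ratio check between 0.3 and a set limit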;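 further: plate controls were Siah plus tracer with DMSO for no effect and tracer alone without Siah for full effect; strong numbers were not always called active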
XIAP displacement = XIAP antagonists, biochemical, IAP family, fluorescence polarization (AID 1018) | displacement, % at 20 µM, or IC50 in µM where a hit was titrated | XIAP BIR domain, fluorescence polarization peptide displacement; higher % means a stronger effect | 200,000 tested, 0.007% active; in the data active means displacement above about 50%; further: a part of the inactive calls stands beside numbers as strong as those of hits
RSV CPE inhibition = inhibition of RSV-induced cytopathic effect – HEp-2 cells, primary 10 µM value included (AID 2391); HEp-2 cells, RSV-induced CPE inhibition; higher % means a stronger effect; CPE inhibition, % at 10 µM; hits with a dose series show IC50 in µM; 310,000 tested, 0.13% active; in the data active means a potency from the dose series; inconclusive means CPE inhibition mostly from about 23% at the one dose, without a potency; inactive means the rest, 99 in 100 with CPE inhibition below about 21%; further: strong numbers were not always called active
AID2073 = disruptors of CaV2.2 binding to Mint1 – biochemical, HTRF (AID 2073) | 290,000 tested, 0.19% active | HTRF protein-protein interaction, Mint1-CaV2.2; higher % means a stronger effect | inhibition, % at 20 µM, or IC50 in µM where a hit was titrated; in the data active means inhibition mostly above about 51%, no sharp cut-off; inconclusive means no clear call, values can overlap the other calls; inactive means mostly below about 53%; further: some results filed as inactive read as strong as hits
NS5 inhibitors pilot replicate = also measured in NS5 inhibitors; calls as there; inhibition, %; measured here: pilot screen replicate inhibition
Numbers without * were called inactive; ? = inconclusive; . = no result given.

A first look:
SMILES	NS5 inhibitors	LYP inhibition	Large T inhibition	Rac1 GTP hydrolysis	HIV peptide binding	Siah-1 displacement	XIAP displacement	RSV CPE inhibition	AID2073	others
O=C(CSCc1ccc(Cl)cc1Cl)Nc1nccs1	-15%	-4%	3%	0%	2.9%	10%	-5.7%	2.0%	-5%
Cc1ccc2[nH]c(=O)c(C3C(C#N)=C(N)Oc4c3ccc3cccnc43)cc2c1 (configuration not stated)	4%	1%	?	11%	6.2%	-5%	-22%	5.8%	-25%
Cc1c(C)n2c(SCC(=O)N3CCCCC3)nnc2[nH]c1=O	-4%	.	19%	11%	.	.	.	-0.7%	.

The listing, previewed entries included:
SMILES	NS5 inhibitors	LYP inhibition	Large T inhibition	Rac1 GTP hydrolysis	HIV peptide binding	Siah-1 displacement	XIAP displacement	RSV CPE inhibition	AID2073	others
O=C(CSCc1ccc(Cl)cc1Cl)Nc1nccs1	-15%	-4%	3%	0%	2.9%	10%	-5.7%	2.0%	-5%
Cc1ccc2[nH]c(=O)c(C3C(C#N)=C(N)Oc4c3ccc3cccnc43)cc2c1 (configuration not stated)	4%	1%	?	11%	6.2%	-5%	-22%	5.8%	-25%
Cc1c(C)n2c(SCC(=O)N3CCCCC3)nnc2[nH]c1=O	-4%	.	19%	11%	.	.	.	-0.7%	.
COC(=O)c1cc2nc(-c3ccccc3)cc(C(F)(F)F)n2n1	1%	-4%	3%	4%	-1.6%	6%	-6.6%	2.7%	17%
O=C(NNC(=O)c1cnccc1C(F)(F)F)c1ccc(Cl)cc1	-6%	-2%	5%	9%	1.3%	2%	.	-0.1%	9%
Cn1c(CN2CCCC2)nc2cc(NC(=O)c3ccc(Cl)cc3)ccc21	-3%	-9%	5%	7%	-2.1%	-6%	-7.6%	14%	0%
CC1CCCCC12NC(=O)N(CC(=O)c1ccc[nH]1)C2=O (configuration not stated)	-5%	-3%	-2%	6%	6.8%	0%	-0.1%	1.2%	19%
CSCC[C@H](NC(=O)N1CCn2c1nc1ccccc12)C(=O)N[C@H](Cc1ccccc1)C(=O)O	-1%	-6%	5%	4%	4.7%	2%	.	0.9%	4%
CCOc1ccc(NC(=O)CN(C)C(=O)CC2OC(=O)c3ccccc32)cc1OCC (configuration not stated)	5%	.	27%	3%	.	.	.	-0.3%	.
COc1ccccc1-c1nc(SCC(=O)N2CCOCC2)n[nH]1	1%	1%	11%	10%	-2.0%	3%	.	0.9%	12%
Fc1ccc(Nc2nnns2)cc1	-12%	-3%	12%	15%	-1.9%	-3%	.	.	-14%
O=C(CCCCCn1c(=S)[nH]c2cc3c(cc2c1=O)OCO3)N1CCN(c2ccc(F)cc2)CC1	-1%	-8%	9%	8%	-0.1%	4%	.	0.5%	-2%
COc1nc2c(C)cccc2cc1-c1noc(-c2ccco2)n1	17%	2%	0%	8%	5.4%	2%	-20%	2.8%	13%
C=CCN1C(=O)C2(OCCCO2)c2cccc(C)c21	1%	-6%	14%	12%	-2.0%	-6%	.	2.6%	3%	NS5 inhibitors pilot replicate=1.2
Cc1cccc(OCCCC(=O)NCc2ccco2)c1	-4%	-7%	-3%	5%	-1.8%	4%	-6.5%	0.5%	4%
N#Cc1cc(Oc2ccccc2)c(-n2nnc3ccccc32)cc1C#N	0%	-6%	5%	8%	1.0%	4%	-4.0%	1.2%	-1%
O=C(CNC(=O)c1cccc(Br)c1)N/N=C/c1ccc[nH]1	-5%	0%	-1%	9%	13%	1%	-6.2%	2.4%	5%
CC1CCCCC1NC(=O)C1CCC(CNS(=O)(=O)c2ccc(F)cc2)CC1 (configuration not stated)	-5%	-4%	9%	2%	1.4%	4%	.	1.4%	2%
O=C(N/N=C/c1ccc2c(c1)OCO2)C(=O)Nc1cccc(Cl)c1	5%	-5%	26%	3%	-1.1%	5%	.	0.8%	20%
COc1ccc(N2CCN(C(=O)COc3ccc4c(C)cc(=O)oc4c3C)CC2)cc1	2%	-8%	16%	11%	-1.7%	5%	.	0.9%	5%
CC(=O)Nc1ccc(C(=O)CSc2nnnn2C2CCCC2)cc1	-5%	-1%	-1%	7%	1.9%	2%	-3.6%	4.3%	36%
CCOC(=O)/C(C#N)=C\c1ccc(N2CCN(C)CC2)cc1	-5%	-3%	9%	13%	4.0%	1%	-4.4%	0.6%	8%
Cc1ccsc1CNCc1cc(Cl)ccc1O	2%	.	16%	7%	.	.	.	1.1%	.
CSc1nnc(-c2ccccc2)o1	3%	-5%	20%	6%	0.7%	7%	-8.6%	1.2%	2%
COCCNC(=O)[C@@H]1CCCN1S(=O)(=O)c1cccc2cccnc12	-8%	.	22%	11%	.	.	.	-0.6%	.
CN1CCN(NC(=O)CN2C(=O)/C(=C/c3ccccc3F)SC2=S)CC1	.	0%	17%	.	3.9%	1%	-0.4%	1.1%	46%
C[C@@H]1C=C(C(=O)NCc2ccccc2)O[C@H](OCc2ccc(CO)cc2)C1	-3%	-4%	12%	6%	0.3%	0%	-14%	0.5%	2%
CCN(CC(=O)Nc1ccccc1C(F)(F)F)C(=O)C1=COCCO1	-1%	.	8%	3%	.	.	.	-1.7%	.
Cc1cccc(Oc2ncnc(N)c2[N+](=O)[O-])c1C	-5%	2%	-4%	12%	-0.8%	7%	1.1%	1.8%	8%
C/C(=N\N=C1\NC(=O)CS1)c1cccs1	-2%	1%	8%	3%	-1.4%	5%	-2.3%	19%	-7%
COC(=O)c1ccc(CSCC(=O)Nc2cc(OC)cc(OC)c2)o1	8%	-5%	1%	-4%	-2.5%	2%	0.3%	1.8%	0%
CCC1=NN2C(=N)/C(=C/c3cc(C)n(Cc4ccccc4)c3C)C(=O)N=C2S1	4%	5%	22%	10%	5.4%	16%	.	?	9%
CN(C)CC#CCC(O)(c1ccccc1)c1ccccc1	6%	-10%	11%	14%	-1.4%	7%	.	1.0%	13%
Cc1cccc(NC(=S)N2CCC(c3nc4ccccc4s3)CC2)c1	-4%	-4%	-10%	13%	-1.9%	6%	-1.8%	18%	-31%
CS(=O)(=O)c1ccc(-c2nnn(CC(N)=O)n2)cc1	5%	-2%	1%	-2%	-1.0%	-4%	-6.6%	-1.7%	-16%
COc1cccc(C(=O)NCCS(=O)(=O)N2CC(C)CC(C)C2)c1 (configuration not stated)	-6%	.	2%	5%	.	.	.	-1.6%	.
Cc1nc(-c2ccccc2)ccc1C(=O)O	-7%	-4%	3%	7%	-0.7%	4%	-3.2%	-0.8%	2%
CCOC(=O)C1CCN(C(=O)Cc2ccccc2OC)CC1	4%	-3%	18%	2%	1.4%	12%	-2.4%	0.0%	-9%
Cc1cc(C(=O)CN2CCC(C)CC2)c(C)n1-c1ccc(F)cc1	-8%	2%	3%	11%	4.6%	-1%	-3.9%	-0.7%	4%
Cc1nc2ccc(S(=O)(=O)NC(C(=O)NCc3ccco3)C(C)C)cc2s1 (configuration not stated)	-4%	0%	7%	6%	-0.8%	0%	-4.7%	-0.8%	-2%
N#Cc1ccc[n+](CC(=O)c2ccc(NC(=O)c3ccccc3)cc2)c1	-10%	10%	10%	3%	15%	7%	.	0.1%	8%
Cc1ccc2c(=O)c(C(=O)c3ccc(F)cc3)cn(CC(=O)NCc3ccco3)c2n1	-4%	-10%	-1%	8%	3.2%	4%	.	0.8%	17%
CC(=O)Nc1ccc(N2CCCCC2)cc1	-7%	-13%	13µM*	?	-2.3%	2%	-1.1%	1.4%	-5%
COc1ccc(CNC(=O)/C(C#N)=C2\N=C(NC(=O)c3cccs3)c3ccccc32)cc1	-3%	-8%	7%	6%	3.5%	6%	-2.3%	2.3%	?
O=C(CSCc1ccc(Cl)cc1)NCc1ccc2c(c1)OCO2	-5%	-7%	13%	13%	-0.6%	4%	-1.3%	1.4%	-3%
Cc1cccc(C(=O)NCCCN(C)CCCNC(=O)c2cccc(C)c2)c1	-6%	-10%	2%	8%	0.3%	2%	.	-0.2%	-5%
CCC(CC)=NNC(=O)c1ccccc1OCc1ccc(F)cc1	-5%	-5%	17%	6%	-0.2%	4%	-2.6%	13%	-8%
COc1ccc(Cc2nc3ccc(C(=O)NCc4cc(C)no4)cc3o2)cc1	3%	-5%	5%	5%	0.0%	4%	.	0.7%	2%
Cc1noc(-c2ccccc2)c1NC(=O)Nc1ccc(Cl)cc1	5%	-5%	10%	10%	1.5%	7%	.	14%	19%
COc1ccc2c(C)cc3nnnn3c2c1	4%	-1%	14%	7%	-0.9%	-3%	.	2.7%	19%
COc1cc(CNc2nc3ccccc3n2C)cc(OC)c1OC	-8%	-5%	8%	-2%	-0.4%	2%	-2.8%	-0.6%	-5%
Cc1ccc(C2CC(C(F)(F)F)n3nc(C(=O)NCCN4CCOCC4)cc3N2)cc1 (configuration not stated)	1%	-2%	11%	-3%	-1.8%	3%	-1.3%	0.1%	-5%
CCNC(=O)/C=C1\NC(C)(C)Cc2c1ccc1ccccc21	1%	-6%	3%	4%	-1.7%	0%	1.4%	0.4%	-3%
CCOC(=O)c1c(C)c(C(=O)O)n(C)c1C	-10%	-8%	6%	2%	1.7%	-1%	-5.9%	0.6%	-6%
O=C(Nc1ccon1)c1cccc(C(F)(F)F)c1	2%	-3%	3%	5%	-2.6%	-2%	-3.4%	4.0%	-8%
Cc1cc(NC(=O)CSc2nnc(-c3ccccc3)c(-c3ccccc3)n2)no1	1%	0%	7%	1%	-0.7%	5%	-6.4%	-1.9%	-2%
COc1ccccc1-n1nnnc1SCC(=O)Nc1ccc(C)c(N)c1	-10%	3%	0%	7%	-0.1%	-2%	.	7.8%	19%
CCN(CC)CCCNC(=O)c1[nH]c(C)c(C(=O)NC2CCCCC2)c1C	-2%	-8%	3%	6%	-1.4%	4%	-20%	-0.6%	-2%
COc1ccc(N2CC(C(=O)Nc3cc(C)ccn3)CC2=O)cc1 (configuration not stated)	-9%	-5%	12%	8%	-1.5%	4%	.	-0.5%	5%
CCCNCc1cc(OC)c(OCc2ccccc2)cc1Br	-8%	2%	1%	10%	1.7%	3%	0.2%	-3.1%	-4%

(list continues)
SMILES	NS5 inhibitors	LYP inhibition	Large T inhibition	Rac1 GTP hydrolysis	HIV peptide binding	Siah-1 displacement	XIAP displacement	RSV CPE inhibition	AID2073	others
O=C(O)c1ccc(N/N=C/c2cn(-c3ccccc3)nc2-c2cccs2)cc1	11%	-1%	8%	9%	42%	-10%	-10%	3.6%	12%
Cc1nnn(C23C[C@@H]4C[C@@H](CC(C(=O)N5CCN(c6ccccc6)CC5)(C4)C2)C3)n1	2%	-5%	-4%	4%	-1.1%	-2%	.	3.7%	-11%
COc1ccc(-c2cc(C3CCN(c4cc(Cl)nc(N)n4)CC3)[nH]n2)cc1	-2%	7%	10%	10%	-0.3%	0%	-1.7%	0.0%	-6%
Cn1cnc([N+](=O)[O-])c1SCC(O)CN1CCCCC1 (configuration not stated)	-5%	-6%	9%	3%	-0.3%	-5%	-1.3%	0.4%	10%
CCCCn1c(N)c(N(CC(C)C)C(=O)COC(=O)Cc2c(C)nc3ccccc3c2C)c(=O)[nH]c1=O	-5%	-10%	13%	0%	0.3%	-6%	.	0.7%	12%
